# HIV fusion peptide: inhibitors of HIV fusion peptide binding, primary screen, biochemical, uHTS, fluorescence dequenching (AID 1986). cell-free peptide binding, fluorescence dequenching, 30 min; higher % means a stronger effect. one-dose inhibition, % at 20 µM; IC50 in µM for titrated hits. hit rate 0.3% among 290,000; in the data active = inhibition mostly above about 52%, no sharp cut-off; inactive = mostly below about 76%; also: some results filed as inactive read as strong as hits
# West Nile virus CPE: inhibition of WNV-induced cytopathic effect – cell-based, CPE readout (AID 1621) | CPE inhibition, % at 10 µM; hits with a dose series show IC50 in µM | hit rate 0.02% among 290,000 | West Nile virus-infected cells, CPE inhibition; higher % means a stronger effect; in the data active = a potency from the dose series; inconclusive = CPE inhibition mostly from about 3.7% at the one dose, without a potency; inactive = the rest, 99 in 100 with CPE inhibition below about 2.2%; also: strong numbers were not always called active
# KOR beta-arrestin-1: KOR antagonists, beta-arrestin recruitment, cell-based, luminescence, uHTS (AID 1778); KOR beta-arrestin recruitment, luminescence, antagonist mode; higher % means a stronger effect; inhibition, % at 10 µM, or IC50 in µM where a hit was titrated; hit rate 0.091% among 290,000; also: strong numbers were not always called active
# Yfh1-depleted yeast: enhancers of respiration in Yfh1-depleted yeast, dose response, Friedreich's ataxia, plus single-dose screen (AID 1465); hit rate 0.074% among 220,000; fold induction at 50 µM; hits with a dose series show EC50 in µM; S. cerevisiae Yfh1-off respiration, WST-1 reduction, 72 h; higher fold induction means a stronger effect;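 active = fold induction of absorbance versus untreated yeast above a set limit, then at least 30% activation at any dose in follow-up; inconclusive = repeats straddling the limit, or above it without dose testing; inactive = fold induction below the set limit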;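 also: activators that raise dye reduction in frataxin-depleted yeast; strong numbers were not always called active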
# KOR beta-arrestin-2: KOR agonists, beta-arrestin recruitment, primary screen, cell-based, luminescence, uHTS (AID 1777). activation, % at 10 µM; hits with a dose series show EC50 in µM. hit rate 0.02% among 280,000. KOR beta-arrestin recruitment, luminescence; higher % means a stronger effect; in the data active = activation above about 50%, passing the limit was not always enough; also: a part of the inactive calls stands beside numbers as strong as those of hits
# NOD1 NF-kB reporter: NOD1 signaling inhibitors, primary screen, cell-based, luminescence, uHTS (AID 1578) | NOD1-driven NF-kB luciferase reporter cells, luminescence; higher % means a stronger effect | inhibition, % at 4 µM, or EC50 in µM where a hit was titrated | hit rate 1% among 290,000; in the data active = inhibition mostly above about 36%, no sharp cut-off; inactive = mostly below about 34%;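 also: HEK-293T reporter cells stimulated with the NOD1 agonist gamma-tri-DAP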
# AID2073: disruptors of CaV2.2 binding to Mint1 – biochemical, HTRF (AID 2073); inhibition, % at 20 µM, or IC50 in µM where a hit was titrated; HTRF protein-protein interaction, Mint1-CaV2.2; higher % means a stronger effect; hit rate 0.19% among 290,000; in the data active = inhibition mostly above about 51%, no sharp cut-off; inconclusive = no clear call, values can overlap the other calls; inactive = mostly below about 53%; also: some results filed as inactive read as strong as hits
# HEK293 NOD2/NF-kB: NOD2 signaling inhibitors, cell-based, luminescence, uHTS, HEK293 (AID 1566); hit rate 0.63% among 290,000; inhibition, % at 4 µM, or EC50 in µM where a hit was titrated; HEK293 NOD2/NF-kB luciferase reporter, luminescence; higher % means a stronger effect; also: many of its hits are not listed in these tables
# Dengue-2 NS5 capping: flavivirus cap methylation enzyme inhibition – biochemical, confirmation dose response, primary screen (AID 588689) | Dengue-2 NS5 methyltransferase capping enzyme assay, biochemical; higher % means a stronger effect | inhibition, % at 25 µM; hits with a dose series show IC50 in µM | hit rate 0.3% among 340,000; in the data active = a potency from the dose series; inconclusive = inhibition above about 29% without an active follow-up result
# Dengue-2 NS5 capping pilot replicate: recorded beside Dengue-2 NS5 capping, whose call it bears; inhibition, %; measured here: pilot screen replicate inhibition
# * marks the source's active call; other numbers are inactive results; i = inactive; ? = inconclusive; . = not tested or not shown; [ ] = another dose, or the depositor's remark. Rule as the data show it, unless noted: active = inhibition above about 50%; inactive = the rest. This is a subset, so the mix of outcomes need not match the whole.
# Start of the data: the first 13 entries, to show the layout:
SMILES,HIV fusion peptide,West Nile virus CPE,KOR beta-arrestin-1,Yfh1-depleted yeast,KOR beta-arrestin-2,NOD1 NF-kB reporter,AID2073,HEK293 NOD2/NF-kB,Dengue-2 NS5 capping,others
COc1ccc(Cl)cc1S(=O)(=O)N(C)CC(=O)N1CCCC1,1.3%,0.0%,-60%[20 µM],.,-4.6%,-13%,10%,0%,-5%,Dengue-2 NS5 capping pilot replicate=0.9
CN(C)c1ccc(C(=O)C(=O)c2ccccc2)cc1,-2.3%,0.3%,8%,.,2.4%,-6%,1%,-15%,3%,
COc1cccc(OC)c1C(=O)NC(=S)Nc1ccc2c(c1)C(=O)N(C)C2=O,-2.4%,-0.1%,16%,i,8.1%,7%,5%,8%,-2%,
COc1ccc(C(C)=O)cc1CSc1nnc(-c2ccccc2O)n1-c1ccccc1,-4.1%,-0.6%,7%,i,-3.7%,8%,-3%,1%,-7%,
CN(C)S(=O)(=O)c1cccc(C(=O)OCC(=O)Nc2ccccc2OC(F)F)c1,28%,0.1%,1%,i,1.4%,-10%,3%,15%,-1%,
Cc1ccc([N+](=O)[O-])cc1NC(=S)NC(=O)c1cccs1,-1.4%,0.2%,32%,i,-4.9%,-22%,1%,12%,-3%,
Cc1cc(NS(=O)(=O)c2ccc(Nc3nc(-c4sc(NC(=O)c5ccccc5)nc4C)cs3)cc2)no1,60%,0.8%,-63%,i,3.7%,12%,?,-3%,.,
N=c1c(C(=O)NCc2ccc(F)cc2)cc2c(=O)n3ccccc3nc2n1CC1CCCO1 (configuration not stated),-1.2%,-0.6%,10%,i,-2.2%,6%,19%,20%,-7%,
Cc1cc(C)n(Cc2ccc(F)cc2)c(=O)c1C#N,0.2%,-0.6%,-8%,i,3.4%,-14%,11%,-35%,-4%,
CC[n+]1c(/C=C2/C=C(C)CC(C)(C)C2)sc2ccc(OC)cc21,21%,1.1%,16%,i,-1.2%,77%*,9%,33%,36%,
CCOC(=O)CN1C(=O)C(=O)N(Cc2c(F)cccc2Cl)C1=O,-1.4%,0.1%,4%,.,-4.2%,5%,16%,26%,1%,
Cc1c(C(=O)N2CCN(CCc3ccccn3)CC2)oc2ccc(F)cc12,-0.2%,1.5%,-8%,.,-1.9%,-18%,39%,-3%,-6%,
O=C(CN1CCN(Cc2ccc3c(c2)OCO3)CC1)c1c[nH]c2ccccc12,2.3%,-0.2%,12%,i,-3.0%,-18%,-5%,1%,-13%,

# The list itself, previewed entries included:
SMILES,HIV fusion peptide,West Nile virus CPE,KOR beta-arrestin-1,Yfh1-depleted yeast,KOR beta-arrestin-2,NOD1 NF-kB reporter,AID2073,HEK293 NOD2/NF-kB,Dengue-2 NS5 capping,others
COc1ccc(Cl)cc1S(=O)(=O)N(C)CC(=O)N1CCCC1,1.3%,0.0%,-60%[20 µM],.,-4.6%,-13%,10%,0%,-5%,Dengue-2 NS5 capping pilot replicate=0.9
CN(C)c1ccc(C(=O)C(=O)c2ccccc2)cc1,-2.3%,0.3%,8%,.,2.4%,-6%,1%,-15%,3%,
COc1cccc(OC)c1C(=O)NC(=S)Nc1ccc2c(c1)C(=O)N(C)C2=O,-2.4%,-0.1%,16%,i,8.1%,7%,5%,8%,-2%,
COc1ccc(C(C)=O)cc1CSc1nnc(-c2ccccc2O)n1-c1ccccc1,-4.1%,-0.6%,7%,i,-3.7%,8%,-3%,1%,-7%,
CN(C)S(=O)(=O)c1cccc(C(=O)OCC(=O)Nc2ccccc2OC(F)F)c1,28%,0.1%,1%,i,1.4%,-10%,3%,15%,-1%,
Cc1ccc([N+](=O)[O-])cc1NC(=S)NC(=O)c1cccs1,-1.4%,0.2%,32%,i,-4.9%,-22%,1%,12%,-3%,
Cc1cc(NS(=O)(=O)c2ccc(Nc3nc(-c4sc(NC(=O)c5ccccc5)nc4C)cs3)cc2)no1,60%,0.8%,-63%,i,3.7%,12%,?,-3%,.,
N=c1c(C(=O)NCc2ccc(F)cc2)cc2c(=O)n3ccccc3nc2n1CC1CCCO1 (configuration not stated),-1.2%,-0.6%,10%,i,-2.2%,6%,19%,20%,-7%,
Cc1cc(C)n(Cc2ccc(F)cc2)c(=O)c1C#N,0.2%,-0.6%,-8%,i,3.4%,-14%,11%,-35%,-4%,
CC[n+]1c(/C=C2/C=C(C)CC(C)(C)C2)sc2ccc(OC)cc21,21%,1.1%,16%,i,-1.2%,77%*,9%,33%,36%,
CCOC(=O)CN1C(=O)C(=O)N(Cc2c(F)cccc2Cl)C1=O,-1.4%,0.1%,4%,.,-4.2%,5%,16%,26%,1%,
Cc1c(C(=O)N2CCN(CCc3ccccn3)CC2)oc2ccc(F)cc12,-0.2%,1.5%,-8%,.,-1.9%,-18%,39%,-3%,-6%,
O=C(CN1CCN(Cc2ccc3c(c2)OCO3)CC1)c1c[nH]c2ccccc12,2.3%,-0.2%,12%,i,-3.0%,-18%,-5%,1%,-13%,
CC(C(=O)Nc1cccc(Br)c1)c1ccc([N+](=O)[O-])cc1 (configuration not stated),-0.9%,?,-22%,i,5.3%,48%,1%,-27%,0%,
COc1ccc(CC(=O)Nc2ccc3c(c2)CCC3)cc1OC,-1.1%,0.7%,-34%,i,-0.7%,32%,-5%,53%*,-6%,
Cc1cc(C)n(C(=O)Cn2nc(C)c(Cl)c2C)n1,-0.6%,0.3%,-16%[20 µM],.,7.8%,2%,7%,13%,-11%,
Cc1nn(-c2ccc(F)cc2)c2nc(N)c(C#N)c(-c3ccc(O)c(O)c3)c12,13%,-1.1%,-26%,.,-3.0%,-5%,8%,38%,-20%,
CC1N(C)c2cc(NC(=O)c3cccs3)c(P(=O)(Nc3ccc([N+](=O)[O-])cc3)N3CCOCC3)cc2C1(C)C (configuration not stated),0.2%,-1.5%,31%,i,-7.9%,-11%,30%,-28%,-6%,
COc1ccc(Cl)cc1NC(=O)c1cc(-c2ccco2)on1,3.9%,0.0%,-9%,.,-0.7%,-31%,23%,24%,-13%,
CCCN1C(=O)/C(=C\C=C2/C=CN(CC)c3ccccc32)SC1=S,41%,-0.3%,15%,i,4.7%,-24%,2%,-3%,64%,
CCOC(=O)c1cc(-c2ccccc2)sc1NC(=O)C(C)OC(=O)c1cccc(S(=O)(=O)N(C)C)c1 (configuration not stated),-1.1%,0.5%,16%,i,6.8%,15%,15%,23%,-10%,
COC(=O)c1ccccc1S(=O)(=O)Nc1ccc2cn[nH]c2c1,2.7%,0.0%,-2%,i,-5.6%,-19%,-10%,-5%,-16%,
Cc1cc(C)n(C(=O)CNC(=O)C(c2ccccc2)c2ccccc2)n1,3.0%,0.5%,-1%,i,-5.7%,-49%,1%,-10%,.,
CCC(C)(C)NC(=O)C(c1cccnc1)N(C(=O)c1csnn1)c1ccccc1 (configuration not stated),-1.1%,0.2%,-45%[20 µM],i,.,43%,40%,2%,-10%,
CCCOc1nc2c(c(=O)n(C)c(=O)n2C)n1CCC,-0.5%,-0.4%,3%,i,-4.3%,6%,-10%,-1%,0%,
CC(C)(C)C(=O)Nc1nnc(SCC(=O)Nc2nccs2)s1,-0.8%,0.0%,-4%,.,0.8%,-20%,12%,3%,6%,
Clc1ccc(CN2CCCCCC2)cc1,1.8%,-0.2%,-37%[20 µM],.,3.2%,-30%,10%,2%,-9%,Dengue-2 NS5 capping pilot replicate=1.5
O=S(=O)(Nc1ccc(C(F)(F)F)cc1)c1cccs1,3.4%,0.1%,-17%,.,-0.7%,-18%,-5%,7%,-15%,
Cc1cccc(-c2noc(CNC(=O)c3ccco3)n2)c1,3.0%,-0.4%,-1%,.,3.0%,22%,1%,2%,-5%,
O=C1CSC(c2ccc(F)c(F)c2)N1c1ccccc1F (configuration not stated),-0.7%,-0.8%,-37%,.,-1.7%,-1%,16%,-7%,-8%,
Cc1cccc2nc(COc3ccc4ccccc4c3Br)cn12,0.9%,-0.4%,-8%,i,0.7%,-6%,21%,-103%,-2%,
Cc1nc(/N=C(\N)NC(=O)NC2CCCCC2)nc2ccccc12,-1.5%,0.4%,-21%,i,-0.7%,-2%,-1%,-41%,-10%,
Cc1cccc2nc(-c3cccnc3)c(Nc3ccccc3)n12,-0.4%,-1.2%,-17%,i,4.2%,19%,22%,7%,-6%,
O=C(NCCc1c[nH]c2ccccc12)C(=O)NCC1OCCN1S(=O)(=O)c1ccc(F)cc1 (configuration not stated),0.0%,0.1%,-20%,i,-2.5%,-3%,14%,12%,-7%,
COc1ccccc1/C=C1\SC(=S)N(CCC(=O)N2CCCCC2CCO)C1=O (configuration not stated),0.5%,?,-21%,.,-5.5%,-50%,2%,6%,-1%,
CSCC[C@H](NC(=O)[C@H]1N2C(=O)c3ccccc3C2SC1(C)C)C(=O)NCc1ccncc1 (some centres not stated),1.0%,-0.3%,-15%,.,7.4%,-12%,-2%,-9%,5%,
Cc1ccc(NC(=O)c2ccc([N+](=O)[O-])cc2)cc1S(=O)(=O)N(C)C,0.9%,-0.1%,-13%,i,-0.5%,-47%,8%,-19%,.,
COc1cc(OC)cc(C(=O)O/N=C(\N)c2ccccn2)c1,-1.3%,-0.7%,18%,i,3.8%,-12%,-4%,-78%,.,
CCOc1cc(CNc2ccc3c(c2)OCCO3)cc(Br)c1OCC(N)=O,-3.2%,0.2%,1%,i,2.4%,-6%,-25%,14%,2%,
Cc1[nH]nc(SCC(=O)Nc2cccc(O)c2)c1[N+](=O)[O-],-0.6%,-0.2%,-3%,i,0.2%,-37%,17%,-7%,-3%,
Cc1ccccc1-n1sc2cc(F)ccc2c1=O,-3.0%,-0.1%,-49%,i,-9.1%,-14%,4%,21%,-32%,
Cc1ccc(NC(=S)NCCc2ccc(F)cc2)c(C)c1,-1.8%,-1.0%,17%,i,-1.5%,59%,5%,2%,1%,
COc1ccc(-c2csc3nc(C(C)C)oc(=O)c23)cc1OC,0.8%,0.0%,-48%[20 µM],i,0.7%,-19%,0%,-6%,-9%,
COC(=O)CS(=O)(=O)c1nnc([C@H](Cc2ccccc2)NC(=O)OC(C)(C)C)o1,3.0%,0.9%,46%,i,-3.2%,68%,16%,11%,-47%,
C/C(=N\NC(=O)Cc1csc(N2CCOCC2)n1)c1ccccc1,-1.3%,-0.3%,-50%,i,5.3%,9%,-3%,-14%,-9%,Dengue-2 NS5 capping pilot replicate=2.6
CCOC(=O)Cn1c2ccccc2c2nc3ccccc3nc21,0.3%,0.0%,-16%,i,.,-13%,9%,0%,-2%,
Cc1cccc(C(C)C)c1NC(=O)c1cc2ccccc2o1,1.4%,0.1%,-22%,.,-3.9%,-14%,-1%,-6%,-7%,
Cc1ccccc1NC(=O)C(C#N)Cc1cccnc1 (configuration not stated),-3.4%,0.1%,22%,i,1.4%,-11%,-5%,10%,-9%,
